CHX counter = affects cycloheximide protein synthesis inhibition readout, counter-screen. cell reporter, cycloheximide protein synthesis inhibition counterscreen. max response, %. AID 2314. actives 12% (n = 300,000); in the data active = max response mostly above about 13%, no sharp cut-off; inactive = mostly below about 14%; also: read at 38.3 µM for the half of the compounds with a filed dose; 0% is about no effect
Pf growth 48h = P. falciparum growth inhibition at 48 hours (one generation). P. falciparum luciferase growth in erythrocytes, 48 h. Potency, µM (titrated, usually from 28.7 µM), for the others: top-dose activity change, negative = inhibition, usual class: inhibitors. actives 5.9% (n = 310,000); also: potency is read from the fitted curve at half-maximal effect; % is scaled to controls: 0 for no effect and ±100 for the full control effect
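Growth was read as firefly luciferase luminescence after a 48 h, 37 C, 5% CO2 exposure of compounds to reporter-bearing P. falciparum cultures (0.1% parasitemia, 2% hematocrit final) in Albumax-supplemented RPMI 1640.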
LmPK inh = LmPK (Leishmania mexicana) enzyme inhibition; Q27686; purified LmPK, Kinase-Glo ATP luminescence, 1 h; Potency, µM (highest dose often 57.5 µM), inactives show at the top dose activity change, negative = inhibition, usual class: inhibitors; actives 0.37% (n = 290,000); AID 1721; also: potency is read from the fitted curve at half-maximal effect; % is scaled to controls: 0 for no effect and ±100 for the full control effect
Target sequence (Q27686 whole entry, looked up): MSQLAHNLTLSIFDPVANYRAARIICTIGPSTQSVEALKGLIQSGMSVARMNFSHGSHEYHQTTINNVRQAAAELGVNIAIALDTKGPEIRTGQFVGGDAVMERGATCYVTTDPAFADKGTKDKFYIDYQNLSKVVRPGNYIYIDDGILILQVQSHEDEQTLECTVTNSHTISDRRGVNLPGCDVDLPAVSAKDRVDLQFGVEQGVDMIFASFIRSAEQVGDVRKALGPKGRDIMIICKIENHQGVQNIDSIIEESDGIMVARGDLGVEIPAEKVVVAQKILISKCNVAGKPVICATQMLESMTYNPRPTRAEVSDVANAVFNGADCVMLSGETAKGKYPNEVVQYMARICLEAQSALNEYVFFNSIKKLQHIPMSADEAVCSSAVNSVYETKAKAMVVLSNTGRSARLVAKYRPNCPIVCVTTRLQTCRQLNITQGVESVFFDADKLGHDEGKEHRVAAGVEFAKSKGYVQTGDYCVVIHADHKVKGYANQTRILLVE
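Purified LmPK (0.1 nM) converted ADP (0.1 mM) to ATP with PEP (0.5 mM) in imidazole buffer pH 7.2 with KCl and MgCl2, 1 h at room temperature. ATP was read by Kinase-Glo luminescence; data normalized to uninhibited and no-enzyme controls.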
HCV inhibitor = inhibitors of hepatitis C virus infection; Huh7.5.1 HCVcc-Cre infection, luciferase reporter, 44 h; Potency, µM (doses to about 41.8 µM), inactives show at the highest dose activity change, negative = inhibition, most hits filed as inhibitors; actives 3.4% (n = 340,000); also: potency is read from the fitted curve at half-maximal effect; % is scaled to controls: 0 for no effect and ±100 for the full control effect
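After 44 h co-culture of compound, cells and HCVcc-Cre (~0.5 moi), substrate is added for 15 min at room temperature and luciferase measured over 15 sec. Cells were seeded at 1,000/well and pre-cultured 4 h.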
Shiga toxin inh = inhibitors of Shiga toxin in Vero cells; inhibition, % at 38.7 µM; Vero cells, Shiga toxin protein synthesis inhibition reporter; AID 2315; actives 9.2% (n = 290,000); in the data active = inhibition mostly above about 28%, no sharp cut-off; inactive = mostly below about 43%; also: 0% is about no effect
Tb PYK inh = blocks Trypanosoma brucei pyruvate kinase | TbPYK enzyme, Kinase-Glo Plus ATP luminescence, 45 min | Potency, µM (titrated, usually from 76.8 µM), inactives show top-dose activity, negative = inhibition, actives largely listed as inhibitors | actives 0.12% (n = 410,000); also: potency is read from the fitted curve at half-maximal effect; % is scaled to controls: 0 for no effect and ±100 for the full control effect; nearly all actives have a fitted effect of over 50% in size
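In this concentration-response screen, enzyme-free wells defined baseline while DMSO plates tracked drift. Each reaction combined TbPYK, substrate, compound and 130 uM ADP for 45 min at room temperature. Kinase-Glo Plus luminescence gave the signal.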
Pf growth 96h = P. falciparum growth inhibition at 96 hours. actives 6.9% (n = 320,000). Potency, µM (titrated, usually from 28.7 µM), for the others: at the top dose activity change, negative = inhibition, hits mostly inhibitors. P. falciparum luciferase reporter growth, 96 h; also: potency is read from the fitted curve at half-maximal effect; % is scaled to controls: 0 for no effect and ±100 for the full control effect
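Compounds incubated with erythrocytes infected by luciferase-expressing P. falciparum (2% hematocrit, 0.05% parasitemia final) for 96 hours, 37 C in 5% CO2. Growth inhibition scored as decreased luciferase luminescence.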
Numbers without * were called inactive; u = inconclusive; x = no result given; [ ] = dose if it differs, or a comment. Unless noted, calls follow the shape of the dose curve; as a rule, active = well fitted curve in the direction sought with a large enough effect; inconclusive = small, poorly fitted or top-dose-only effect, or another doubt; inactive = no such curve, though single readings can be large; an effect the other way counts as inactive or inconclusive.

SMILES | CHX counter | Pf growth 48h | LmPK inh | HCV inhibitor | Shiga toxin inh | Tb PYK inh | Pf growth 96h
COc1cc(Cl)ccc1OCc1cc(C(=O)N(C)C2CC(C)(C)NC(C)(C)C2)no1 | -1.9 | -4.4% | 0.0% | x | -3.1 | -10.9% | 30.7%[activator]
Clc1ccccc1CO/N=C1\CCCc2nonc21 | 15.2* | -3.2% | 1.2% | 2.1% | 17.3 | -7.8% | u
O=C(O)C1(NS(=O)(=O)c2ccc(Cl)cc2)CCCCC1 | -0.5 | 16.5% | 4.1% | 16.2% | -12.6 | 4.8% | x
Cc1nn(CC(=O)NCCN2CCCCC2C)c(=O)c2cc(-c3ccccc3)nn12 (configuration not stated) | -4.8 | 14.3% | 4.3% | u | -3.5 | 0.0% | 26.4%
CC(=O)N1CCN(CC(=O)Nc2cc(F)ccc2C)CC1 | 4.6 | -5.1% | 5.0% | 7.0% | x | -1.9% | u
CCc1c(C)nc(Nc2nc(C)c3ccc(OC)cc3n2)[nH]c1=O | 0.5 | x | 12.5% | u | -11.2 | 0.0% | 7.38µM*
O=C(/C=C/c1ccccc1)NC(=S)Nc1ccc(CN2CCOCC2)cc1 | -3.3 | -6.1% | 2.8% | -18.4% | -9.4 | -12.0% | -24.2%
CCC(C)(C)NC(=O)CN(C(=O)CCC(=O)Nc1nccs1)c1ccccc1C | -1.2 | -24.3% | -0.5% | 25.9% | -4.1 | -5.3% | 10.4µM*
COc1ccc(CCNc2nc(C)nc3c2oc2ccccc23)cc1OC | -2.7 | x | 10.6% | u | -1.0 | 6.1% | -71.2%
CCCn1cc(CN2CCCC(CNC(=O)c3ccc(F)cc3)C2)c(C)n1 (configuration not stated) | 1.3 | -8.1% | -0.5% | 8.2% | -3.8 | 0.6% | u
CCOc1ccc(NC(=S)N2CCCN(Cc3cc(C)ccc3C)C2)cc1 | 7.3 | u | 9.4% | u | -15.4 | 1.9% | -3.0%
CCn1cc(C(=O)O)c(=O)c2cc(Br)ccc21 | -1.6 | 2.62µM* | -0.9% | 10.8% | -2.4 | -0.2% | x
CCc1ccc(NC(=O)[C@H](NC(=O)[C@@H]2Cc3ccccc3CN2)c2ccccc2)cc1 | 28.4* | -19.1% | 3.5% | 4.4% | 19.1 | 0.0% | u
CCn1c(O)c(C2=c3ccccc3=NC2=O)c2cc(Br)ccc21 | 5.2 | -9.7% | -17.1% | -21.1% | -2.9 | -4.3% | u
O=C(O)CNC(=O)c1ccc(S(=O)(=O)N2CCOCC2)cc1 | -4.1 | x | -1.7% | 10.7% | -9.6 | 10.1% | -14.0%
Cc1cc(C)c2c(c1)/C(=N/NC(=O)c1cc(C)oc1C)CCC2 | 36.0* | u | 1.3% | -24.8% | 25.7 | -8.2% | -19.4%
COc1cc(OC)cc(C(=O)NC(=S)NNC(=O)Cc2cccs2)c1 | 1.7 | -16.5% | 0.6% | u | 19.5 | -19.0% | -0.2%
CSc1cccc(NC(=O)CN(C2CCCCC2)S(C)(=O)=O)c1 | -1.8 | -1.0% | -3.4% | -1.7% | -6.6 | 4.5% | x
COc1ccc(/C=C2\SC(=S)N(CCC(=O)Nc3ccccn3)C2=O)cc1OC | -7.2 | 17.1% | -2.1% | -11.6% | -13.3 | 4.0% | 79.2%[activator]
COc1ccc(-c2nc(SCc3ccccc3)n(S(C)(=O)=O)n2)cc1 | 1.7 | 35.9%[activator] | 6.1% | 2.82µM* | 14.1 | x | 106.7%[activator]
CCn1c(N2CCN(S(=O)(=O)c3ccccc3)CC2)nc2ccccc21 | 3.2 | 0.0% | -3.0% | -12.4% | 3.6 | 9.1% | u
O=C(Nc1cc(Cl)ccc1-n1cncn1)C1CC1 | x | 1.0% | x | 1.3% | x | 3.2% | 19.4%
CCCCc1cc(=O)oc2cc(OCC(=O)N3CCc4ccccc43)ccc12 | -1.6 | 4.1% | 16.1% | 13.3% | -11.2 | 6.5% | x
O=c1nc(-c2ccccc2)c2cc(Cl)ccc2[nH]1 | -8.7 | 3.3% | -7.4% | -21.9% | -11.9 | -4.1% | x
O=C(C1CCCO1)N1CCN(S(=O)(=O)c2ccccc2)CC1 (configuration not stated) | -3.4 | 5.5% | -2.6% | 2.6% | -1.5 | 2.5% | 26.9%
C=CCN(CC=C)C(=O)COC(=O)c1n[nH]c2ccccc12 | -0.5 | 28.6% | 3.8% | 20.5% | 10.1 | 2.5% | u
CC(NC(=O)c1ccco1)C(c1cccs1)N1CCN(c2ccc(F)cc2)CC1 (configuration not stated) | 0.6 | 7.38µM* | 9.9% | 10µM* | -2.6 | -5.0% | x
Cc1ccc(C2=NN(CC(=O)NCc3ccccn3)C(=O)CC2)cc1 | -2.1 | 9.8% | -2.3% | 14.9% | -7.7 | -3.7% | -10.9%
COc1ccc(NC(=O)c2ccco2)c2ccccc12 | -1.9 | -1.6% | 1.1% | -2.8% | -4.4 | 1.2% | 0.0%
CSc1n[nH]c2nc3c(c(=O)n12)C1(CCCCC1)Cc1ccccc1-3 | 9.4 | 5.1% | 3.4% | 5.0% | -5.0 | -10.4% | 41.8%[activator]
Clc1nssc1=Nc1nncs1 | x | 21.5% | x | 18.4% | x | 5.01µM* | 83.9%[activator]
COc1cccc(CC(=O)OCC(=O)NC(Cc2ccccc2)C(C)=O)c1 (configuration not stated) | x | u | x | 12.7% | x | 0.5% | 17.5%
CCOc1ccc(NCc2nc3ccccc3n2CCOc2ccccc2)cc1 | 37.7* | 79.1%[activator] | -3.3% | u | 60.9* | 0.3% | 6.57µM*
Cc1ccc(C(=O)O)cc1NC(=O)CN1C(=O)C2C3c4ccccc4C(Br)(c4ccccc43)C2C1=O (configuration not stated) | -2.4 | 2.4% | 1.3% | 23.3% | -12.5 | 11.4% | u
CC(C)(C)C1=Nn2c(nnc2-c2ccccn2)SC1 | 9.1 | x | 0.3% | 8.1% | 2.5 | u | 8.28µM*
Cc1cc(C)c(Cn2cnc(-c3ccc([N+](=O)[O-])cc3)c2)c(C)c1 | -1.4 | u | 10.1% | 11.2µM* | 12.0 | -8.0% | u
O=C(NCc1cccnc1)C12CC3CC(CC(Cl)(C3)C1)C2 | 16.5 | u | -5.7% | -3.1% | 16.0* | 9.1% | u
COc1ccc(C(=O)NC(=S)Nc2cccc(NC(=O)c3ccco3)c2)cc1[N+](=O)[O-] | -2.1 | -10.1% | 1.1% | -4.0% | -3.9 | -5.6% | -2.8%
Cc1ccsc1/C=N/NC(=O)C1C(=O)NCC1c1ccccc1 (configuration not stated) | -2.1 | 52.3%[activator] | 0.5% | 1.7% | -4.4 | 0.0% | 34.0%[activator]
Cc1cc2nc(C)c(Cc3ccccc3)c(=O)n2[nH]1 | -1.2 | u | 1.7% | 4.1% | 13.9 | 4.9% | 4.1%
Cc1ccc(Cn2c(=N)c(C(=O)NC3CCCC3)cc3c(=O)n4ccccc4nc32)cc1 | -1.3 | u | 14.6% | u | 22.3 | 2.9% | u
CC1(C(=O)CSc2n[nH]c(-c3ccccc3Cl)n2)CCC(=O)O1 (configuration not stated) | -4.6 | 68.7%[activator] | 4.4% | x | -10.5 | x | 0.0%
CCC(C)n1c(SCC(=O)NC(=O)Nc2ccc3c(c2)OCCO3)nc2ccccc2c1=O (configuration not stated) | 9.6 | u | -2.1% | u | 7.3 | 2.1% | 5.3%
CC1CCN(C(=O)c2ccccc2NC(=O)c2cccs2)CC1 | 1.6 | u | 2.2% | 10.2% | -5.5 | -8.3% | u
CCc1n(CC(O)COCc2ccccc2)c2ccccc2[n+]1C (configuration not stated) | 14.8 | u | 1.2% | 14.1% | -3.0 | -0.1% | u

5 entries drawn at random from the list so far, as already listed:
SMILES | CHX counter | Pf growth 48h | LmPK inh | HCV inhibitor | Shiga toxin inh | Tb PYK inh | Pf growth 96h
CCOc1ccc(NCc2nc3ccccc3n2CCOc2ccccc2)cc1 | 37.7* | 79.1%[activator] | -3.3% | u | 60.9* | 0.3% | 6.57µM*
Cc1ccc(C(=O)O)cc1NC(=O)CN1C(=O)C2C3c4ccccc4C(Br)(c4ccccc43)C2C1=O (configuration not stated) | -2.4 | 2.4% | 1.3% | 23.3% | -12.5 | 11.4% | u
CC1CCN(C(=O)c2ccccc2NC(=O)c2cccs2)CC1 | 1.6 | u | 2.2% | 10.2% | -5.5 | -8.3% | u
CCC(C)n1c(SCC(=O)NC(=O)Nc2ccc3c(c2)OCCO3)nc2ccccc2c1=O (configuration not stated) | 9.6 | u | -2.1% | u | 7.3 | 2.1% | 5.3%
CC(C)(C)C1=Nn2c(nnc2-c2ccccn2)SC1 | 9.1 | x | 0.3% | 8.1% | 2.5 | u | 8.28µM*

(listing goes on)
SMILES | CHX counter | Pf growth 48h | LmPK inh | HCV inhibitor | Shiga toxin inh | Tb PYK inh | Pf growth 96h
Cc1nn(S(=O)(=O)N(C)C)c(C)c1CN1C(=O)c2ccccc2C1=O | -0.7 | -10.8% | -1.0% | -2.2% | -16.1 | 1.3% | 1.5%
O=C1CCC(C(=O)N2CCCC(N3CCN(c4cccc(C(F)(F)F)c4)CC3)C2)=NN1 (configuration not stated) | -1.4 | -1.8% | 11.3% | 13.3% | 4.8 | -6.0% | 32.4%[activator]
O=C(Cc1cccs1)Nc1ccc(S(=O)(=O)N2CCCC2)cc1 | 10.9 | -18.2% | -0.5% | -3.1% | 17.1 | -9.8% | 10.8%
O=C(NCc1ccco1)C1CCN(C(=O)c2cc3sccc3n2Cc2ccc(F)cc2)CC1 | 6.8 | 1.85µM* | 2.9% | u | 5.6 | 12.1% | 6.2%
NC(=O)N=Nc1c(O)n(Cc2ccccc2)c2ccc(Br)cc12 | 6.1 | 5.3% | 1.8% | u | -8.6 | -4.3% | u
CCOc1ccc(S(=O)(=O)N2CCC(C(=O)OCc3ccc(OC)cc3)CC2)cc1 | x | u | x | -5.3% | x | -5.2% | -38.3%
CCOC(=O)c1ccc(NC(=O)CSc2nnc(-c3ccncc3)n2C)cc1 | 6.4 | -19.9% | 0.9% | 6.3% | 14.9 | 3.6% | -5.0%
CCCCSc1nc2ccc(Nc3nc(N4CCOCC4)nc(N4CCOCC4)n3)cc2s1 | -4.9 | u | 0.6% | u | -13.1 | -2.7% | u
O=c1[nH]ncc(NCCc2ccccc2)c1Cl | -1.4 | 13.3% | 4.4% | 24.4% | -7.5 | -4.7% | 1.1%
O=C(Oc1nsnc1N1CCOCC1)N(c1ccccc1)c1ccccc1 | 11.0 | u | 9.3% | -20.7% | 6.8 | 3.5% | 46.7%[activator]
Cc1c(C(=O)N2CCN(c3ccccc3F)CC2)oc2c1C(=O)CC(C)(C)C2 | -10.5 | -5.6% | 0.0% | u | -3.1 | 1.2% | u
COc1ccc(NC(=S)N2CCN(S(=O)(=O)c3ccc(C)cc3)CC2)cc1 | 6.9 | u | 8.5% | -7.4% | -7.8 | -7.1% | -25.7%
COc1cc(OC)c(OC)cc1CNC(=O)c1ccc(S(=O)(=O)N2CC(C)OC(C)C2)cc1 (configuration not stated) | x | u | x | 8.7% | x | -0.9% | 10.4µM*
CCCCc1nc(SCc2ccc([N+](=O)[O-])cc2)n[nH]1 | -2.5 | -8.7% | -1.1% | -22.8% | 23.4 | -7.8% | 29.5%
